Screens: PubChem BioAssay, several laboratories
thrombin 1536 = human alpha-thrombin inhibitors, primary screen, counter-screen for coagulation protease inhibitor project, biochemical, 1536-well, fluorogenic AMC substrate. Boc-VPR-AMC fluorogenic substrate cleavage. inhibition, % at 5 µM. 0.26% of 220,000 active;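 active = inhibition at or above 40%; inactive = inhibition below 40%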;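 also: 0% = enzyme with no compound and 100% = wells without enzyme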
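Test system: human alpha-thrombin; medium: pH 7.5 Tris-saline with Tween 20; times: reaction at room temperature; signal: AMC fluorescence at 355 nm excitation and 460 nm emission; also added: Boc-VPR-AMC substrate, 15 µM final; dosing: one concentration per compound, 5 µM, with 0.2% DMSO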
14-3-3 Bad PPI = inhibitors of 14-3-3 zeta/Bad binding, primary screen, biochemical, TR-FRET, bovine 14-3-3 zeta; TR-FRET 14-3-3zeta/Dy647-pBad peptide displacement, 1 h; inhibition, % at 21.7 µM; 0.71% of 220,000 active; AID 781, 2007;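 active = inhibition above about 70%, limit read from the data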;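 also: 0% = full 14-3-3 plus peptide FRET controls and 100% = background without 14-3-3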
Target sequence (P63103 whole entry, looked up): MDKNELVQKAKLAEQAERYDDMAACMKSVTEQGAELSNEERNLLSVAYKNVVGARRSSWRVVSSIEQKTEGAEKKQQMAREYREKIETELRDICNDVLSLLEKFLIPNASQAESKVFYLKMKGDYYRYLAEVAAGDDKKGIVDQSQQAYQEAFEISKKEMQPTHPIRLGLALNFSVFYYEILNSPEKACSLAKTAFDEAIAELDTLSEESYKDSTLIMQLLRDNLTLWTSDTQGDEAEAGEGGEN
hK5 inh = human KLK5 protease inhibitors, primary screen, biochemical, 1536-well; Kallikrein-5 (Homo sapiens), Q9Y337; 0.59% of 210,000 active; recombinant hK5, fluorogenic AMC substrate cleavage; inhibition, % at 5 µM;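 active = inhibition of 40% or more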;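 also: 0% = enzyme controls without compound and 100% = no-enzyme blanks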
Target sequence (Q9Y337 67-293 limits assumed): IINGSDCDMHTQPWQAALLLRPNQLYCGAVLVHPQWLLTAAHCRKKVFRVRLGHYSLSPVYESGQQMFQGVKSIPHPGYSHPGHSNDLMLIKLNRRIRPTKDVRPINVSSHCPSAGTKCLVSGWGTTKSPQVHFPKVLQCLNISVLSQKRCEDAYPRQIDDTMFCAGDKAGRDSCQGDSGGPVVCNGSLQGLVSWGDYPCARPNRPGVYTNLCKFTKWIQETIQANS
Furin inhibitor = human furin inhibitors, primary screen, biochemical, fluorescence intensity; 0.061% of 220,000 active; inhibition, % at 30 µM; purified furin, fluorogenic substrate cleavage; P09958; in the data active = inhibition above about 25%; also: inactives centre near -15
Cl transport mod = KCC2 cotransporter modulators, thallium flux, primary screen, cell-based, HEK293 KCC2, FluoZin-2 fluorescence, MLSMR; Solute carrier family 12 member 5 (Homo sapiens), Q9H2X9; KCC2 cells, thallium flux FluoZin-2 fluorescence; B-score of Tl+ flux slope (higher = more flux/activation; lower = inhibition) at 10 µM; 2.2% of 190,000 active; AID 1456, 2008;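 active = thallium flux slope and its plate-corrected score both differing from the plate sample mean at a set confidence after two filtering rounds, in either direction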;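 also: slope of fluorescence scaled to starting intensity during 10 to 20 s after thallium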
EBV gp42 block = Epstein-Barr virus gp42 inhibitors, primary screen, biochemical, uHTS, fluorescence polarization; inhibition, % (tested at 21.74 µM); AID 1085, 2008; 0.42% of 220,000 active; Glycoprotein 42 (Epstein-Barr virus (strain AG876)), Q1HVG2; Fluorescence polarization binding assay, mP read-out; in the data active = inhibition above about 50%
Target sequence (Q1HVG2 whole entry, looked up): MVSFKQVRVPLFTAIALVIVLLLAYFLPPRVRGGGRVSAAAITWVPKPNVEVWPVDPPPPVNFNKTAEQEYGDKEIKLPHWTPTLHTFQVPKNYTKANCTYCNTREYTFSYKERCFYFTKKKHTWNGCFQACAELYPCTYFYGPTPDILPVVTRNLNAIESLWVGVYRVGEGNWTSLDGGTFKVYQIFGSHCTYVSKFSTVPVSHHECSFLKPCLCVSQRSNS
eIF4E 4G PPI = eIF4E–eIF4G protein interaction inhibitors, primary screen, biochemical, uHTS, TR-FRET, eIF4GI fragment. TR-FRET eIF4E-eIF4GI(517-606) binding, 2 h. inhibition, % at 21.7 µM. 0.37% of 220,000 active;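 also: 0% = full FRET control wells and 100% = background wells lacking eIF4GI fragment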
NCF1 inh = p47phox/p22phox peptide binding inhibitors, primary screen, biochemical, uHTS, NADPH oxidase regulatory subunit; 0.53% of 220,000 active; fluorescence polarization, 2 h; Neutrophil cytosol factor 1 (Homo sapiens), P14598; inhibition, % at 24.7 µM; AID 1274, 2008;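 also: 0% = p47phox with labelled peptide and 100% = labelled peptide alone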
Rad51 HR inh = human RAD51 strand exchange inhibitors, primary screen, biochemical, fluorescence; hRad51 DNA strand exchange, fluorescence dequenching; inhibition, % at 10 µM; 0.085% of 200,000 active; AID 1385, 2008;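 active = inhibition above 40% at the single screening dose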;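 also: 0% = DMSO control wells and 100% = blanks with heterologous ssDNA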
Target sequence (Q06609 whole entry, looked up): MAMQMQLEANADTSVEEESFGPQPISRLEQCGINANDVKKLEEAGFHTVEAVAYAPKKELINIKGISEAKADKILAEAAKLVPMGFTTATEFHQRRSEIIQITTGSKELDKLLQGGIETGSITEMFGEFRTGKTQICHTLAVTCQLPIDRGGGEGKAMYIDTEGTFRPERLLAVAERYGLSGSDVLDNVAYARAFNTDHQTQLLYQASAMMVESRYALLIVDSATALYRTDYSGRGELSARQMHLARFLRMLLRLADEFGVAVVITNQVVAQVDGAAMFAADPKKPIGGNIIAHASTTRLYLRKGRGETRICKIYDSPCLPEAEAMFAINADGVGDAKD
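System: human Rad51 nucleoprotein filaments preassembled on unlabelled ssDNA. Reagent: labelled 47-mer dsDNA for strand exchange. Schedule: 30-min compound preincubation and 15-min exchange, both room temperature. Measured by: FRET fluorescence dequenching, excitation 485 nm, emission 520 nm. Read-out: Fluorescence-based percent inhibition, control- and blank-normalised. Benchmarks: plate controls and plate blanks.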
Starred values were filed as active, the others as inactive; / = no result given; [ ] = remark or other dose.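 The calls were made as follows, unless noted: active = inhibition above about 30% (limit read from the data); inactive = the rest.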 Outcome played no part in choosing rows (roughly 4.7% active in at least one column).

smiles,thrombin 1536,14-3-3 Bad PPI,hK5 inh,Furin inhibitor,Cl transport mod,EBV gp42 block,eIF4E 4G PPI,NCF1 inh,Rad51 HR inh
CC(C)C[C@H](NC(=O)OC(C)(C)C)C(=O)N1CCC(C(=O)N[C@@H](Cc2ccccc2)C(=O)O)CC1,6.7,-10.0,12.3,-2.5,-0.352,-2.3,1.2,-7.2,/
COc1cccc(-n2c(C)nn(CCOc3ccccc3)c2=O)c1,0.5,-3.4,-24.4,-21.8,0.23,0.2,-5.6,5.7,0.8
CCN(CC)CCNc1nc(-c2cccs2)c(CC(=O)O)s1,-2.3,57.9,1.9,-30.7,0.211,-16.8,6.6,-4.4,0.9
O=C(CCCn1c(=O)[nH]c2cc(Cl)ccc2c1=O)NC1CCCCCCC1,-4.5,-4.1[fluorescence artefact?],-2.5,-20.0[20 µM],-1.19,-11.5,1.4,-8.7,-0.8
COc1ccc(N/C(N)=N/c2nc(C)cc(C)n2)c(OC)c1,-2.9,-4.5,-12.7,-19.2,0.702,-4.4,3.0,-2.5,-83.5
COc1cc(-c2nnc(SC(C)C(=O)Nc3c(C)n(C)n(-c4ccccc4)c3=O)o2)cc(OC)c1OC (centres undefined),-3.2,-2.5[fluorescence artefact?],1.0,-11.9[20 µM],/,-6.1,1.3[fluorescence artefact?],7.2,8.6
O=C(Nc1ccc(C(=O)N2CCOCC2)cc1)Nc1cccc(Cl)c1,-4.8,3.1,-10.5,-28.6,1.07,0.0,4.5,-6.3,/
CCCCOC(=O)Nc1cc(OC)c(Cl)cc1OC,-4.0,14.9,-5.7,-17.7,0.175,-21.1,-1.0,-6.1,0.3
O=C(Cn1nc(-c2ccccc2F)ccc1=O)NCc1ccc2c(c1)OCO2,1.8,-1.4[fluorescence artefact?],2.1,-16.6,-3.88*,-20.6,-2.6[fluorescence artefact?],-9.5,-7.2
COc1ccc(Cl)cc1C(=O)Nc1ccc(NC(C)=O)cc1,0.6,-12.9,-33.5,-17.2,-0.312,4.4,-3.5,-6.2,-0.9
COc1ccc(CNC(=O)c2ccc3c(c2)N(C)C(=O)CS3=O)cc1 (centres undefined),-12.2,-2.8,-28.0,-28.2,/,-9.5,0.9,-15.0,-4.6
Cc1nc2ccc(NC(=O)c3ccc(Cl)c(S(=O)(=O)N(C)c4ccccc4)c3)cc2s1,-5.3,-41.6[fluorescence artefact?],-11.4,-11.7,-0.615,-148.2,10.8[fluorescence artefact?],-92.2,/
CCN1CCN(c2cc(C)c3cc(NC(=S)N4CCC5(CC4)OCCO5)ccc3n2)CC1,-13.2,-10.5,0.2,-7.7,0.484,11.0,-0.2,-6.0,4.4
O=C(CC(=O)NCc1cccnc1)NCc1cccnc1,-0.1,0.4,-0.8,-25.6,0.0465,-16.9,-1.7,-5.1,-9.7
CCCCOc1ccc(CNC(=O)NS(=O)(=O)c2ccc(OCC)cc2)cc1,-9.3,-8.5,-17.2,2.9[20 µM],-0.591,-2.6,15.2[fluorescence artefact?],-16.4,-1.3
CC(C)CCN1CCN(CCCn2cccn2)CC1CCO (centres undefined),-8.3,3.7,/,-9.1,/,-8.3,2.4,5.7,12.9
O=S(=O)(NCC(c1ccco1)N1CCN(c2ccccc2F)CC1)c1ccccc1 (centres undefined),-2.9,1.3[fluorescence artefact?],-5.5,-26.7,-0.000763,-2.0,6.0[fluorescence artefact?],-11.2,14.6
N#C/C(=C\c1ccncc1)c1nc2ccccc2o1,-6.9,0.1,1.0,-11.0,0.0682,-4.2,95.8*,-8.4,/
CCOC(=O)Cc1csc(SC(C)C(=O)Nc2ccc(NC(C)=O)cc2)n1 (centres undefined),-0.6,-10.7,1.2,-12.9[20 µM],0.686,-17.5,3.0[fluorescence artefact?],-7.2,8.6
C/C(=N\NC(=S)Nc1c(C)cccc1C)c1ccc(OC(F)F)cc1,2.2,-14.1,-21.8,-16.2,-0.321,-24.0,6.1,-7.5,4.1
O=C1OC(C(=O)O)Cc2ccccc21 (centres undefined),-1.7,-3.9[fluorescence artefact?],0.9,-19.7[20 µM],-0.761,-4.7,4.0,-11.1,3.2
S=C(NC1CC1)N1CCc2ccccc2C1,-10.2,-5.7,-6.5,-18.1,0.0764,4.8,0.5,-11.9,16.4
Cc1ccc(/C=N/c2sc3c(c2C#N)CCC3)s1,-8.6,-21.4,-2.2,-21.0,0.73,-6.1,-14.2[fluorescence artefact?],-31.0,-1.3
Cc1cccn2c(/C=N/OCc3ccc(F)cc3)c(-c3ccc(Cl)cc3)nc12,-5.3,-2.7,-20.1,-12.6[20 µM],0.637,-7.3,4.1,-9.6,6.0
Nc1nonc1-c1noc(N2CCOCC2)n1,-2.5,7.4,14.8,-9.3[20 µM],/,-15.8,3.9,-14.4,17.6
Cc1ccc(S(=O)(=O)Nc2ccc3nc(N)sc3c2)cc1,6.0,1.3,13.4,-11.4,/,-18.4,-1.0,-17.4,-8.7
CC(Cl)C(=O)NNC(=O)CNS(=O)(=O)c1ccccc1 (centres undefined),0.4,-7.8,-1.2,-25.3,0.564,-27.4,-0.5,-6.9,/
CCOC(=O)N1CCC(NS(=O)(=O)c2ccc(NC(C)=O)c(Cl)c2)CC1,-5.3,-2.3,-3.2,-12.3,/,-4.0,4.0,-13.5,-3.7
CN(C)C(=S)NC1(C)CCS(=O)(=O)C1 (centres undefined),-3.9,-18.4,-2.3,-7.7[20 µM],/,9.7,-4.0,-8.5,2.9
Cc1cccc(NC(=O)COc2ccc(/C=C\c3[nH]c(=O)[nH]c(=O)c3[N+](=O)[O-])cc2)c1,2.1,1.2,4.8,-10.6,-0.0401,-14.4,17.6,12.6,/
Cc1ccc2nc(C)cc(N3CCOCC3)c2c1,-0.9,0.7,-27.7,-1.3[20 µM],/,0.8,-3.4,-8.9,1.0
Cc1ccccc1N1CCN(C(=O)CCN2C(=O)c3ccccc3C2=O)CC1,-4.7,-3.3,10.6,-12.4[20 µM],-0.168,4.9,1.7,-0.5,0.4
O=C(NCC1CCCO1)/C(=C/c1ccc(Cl)cc1)NC(=O)c1ccccc1 (centres undefined),-2.9,0.0[fluorescence artefact?],-3.8,-10.7,1.44,-21.6,-4.5,-0.5,-2.8
O=C(Nc1cccc(S(=O)(=O)N2CCCCC2)c1)c1ccc2c(=O)n3c(nc2c1)CCCCC3,-18.1,11.9,-9.7,-12.1,-1.1,-2.6,-3.3,-1.4,2.0
CCN(C(=O)c1cc2ccccc2o1)C12CC3CC(CC(C3)C1)C2,-7.1,-5.3,-0.9,-31.5,0.452,-8.9,-1.4,-7.6,0.0
Cc1ccc(NC(=O)Nc2ccno2)cc1,-0.5,-2.1,8.0,-34.2,-0.924,-6.8,-2.0,-1.9,17.5
O=C(NNc1cccc(Cl)n1)Nc1cccc(Cl)c1,10.7,-11.0,23.9,-10.0[20 µM],0.179,-0.6,5.0,-5.4,-0.1
COc1ccc(-c2cc(C(F)(F)F)n3ncc(C(=O)NCC4CCCO4)c3n2)cc1 (centres undefined),-7.8,-6.8,-4.3,-24.1[20 µM],0.127,-19.1,1.1,2.1,-2.8
Cc1cc(C(=O)N/N=C/c2ccc(-c3cccc(Br)c3)o2)n[nH]1,-1.5,3.9,-6.0,-6.1,/,-15.5,4.2,-26.0,15.2
COCCNc1nc(-c2ccc(OC)cc2)c(-c2ccc(OC)cc2)s1,8.8,-3.0,-4.4,-18.8,0.0194,-6.6,-0.8,-4.2,4.2

Laid out differently: entries from further up
smiles: O=C(Nc1cccc(S(=O)(=O)N2CCCCC2)c1)c1ccc2c(=O)n3c(nc2c1)CCCCC3
- thrombin 1536: -18.1
- 14-3-3 Bad PPI: 11.9
- hK5 inh: -9.7
- Furin inhibitor: -12.1
- Cl transport mod: -1.1
- EBV gp42 block: -2.6
- eIF4E 4G PPI: -3.3
- NCF1 inh: -1.4
- Rad51 HR inh: 2.0

smiles: O=C(NNc1cccc(Cl)n1)Nc1cccc(Cl)c1
- thrombin 1536: 10.7
- 14-3-3 Bad PPI: -11.0
- hK5 inh: 23.9
- Furin inhibitor: -10.0[20 µM]
- Cl transport mod: 0.179
- EBV gp42 block: -0.6
- eIF4E 4G PPI: 5.0
- NCF1 inh: -5.4
- Rad51 HR inh: -0.1

smiles: Nc1nonc1-c1noc(N2CCOCC2)n1
- thrombin 1536: -2.5
- 14-3-3 Bad PPI: 7.4
- hK5 inh: 14.8
- Furin inhibitor: -9.3[20 µM]
- Cl transport mod: /
- EBV gp42 block: -15.8
- eIF4E 4G PPI: 3.9
- NCF1 inh: -14.4
- Rad51 HR inh: 17.6

smiles: Cc1ccc(NC(=O)Nc2ccno2)cc1
- thrombin 1536: -0.5
- 14-3-3 Bad PPI: -2.1
- hK5 inh: 8.0
- Furin inhibitor: -34.2
- Cl transport mod: -0.924
- EBV gp42 block: -6.8
- eIF4E 4G PPI: -2.0
- NCF1 inh: -1.9
- Rad51 HR inh: 17.5

Additional results:
smiles,thrombin 1536,14-3-3 Bad PPI,hK5 inh,Furin inhibitor,Cl transport mod,EBV gp42 block,eIF4E 4G PPI,NCF1 inh,Rad51 HR inh
CCCC(c1nnnn1Cc1cccs1)N1CCN(c2ccc(OC)cc2)CC1 (centres undefined),3.7,-9.9,-17.1,-7.3,-2.6,-14.6,-4.2,-10.2,1.1
CCOC(=O)Cc1csc(NC(=O)Nc2ccc(Cl)cc2)n1,3.2,-1.9,-3.2,-18.2,1.59,-13.7,3.9,-1.9,0.4
COc1cc2cc(CN(Cc3nnnn3Cc3ccccc3)CC3CCCO3)c(=O)[nH]c2cc1OC (centres undefined),-5.6,6.9,-20.6,-25.8,-0.15,-1.5,3.8,-5.0,-6.4
COc1cccc(-n2c(C)nn(C)c2=O)c1,0.8,-5.4,11.0,-20.5[20 µM],0.648,-23.8,0.6,-7.8,-2.2
CCOC(=O)c1cc(-c2ccccc2)sc1NC(=O)CC(C)C,-3.5,73.5*,23.0,-7.5,-0.318,-5.8,6.4,-2.8,-4.3
O=C1CC(c2ccccc2)CC(O)=C1C=Nc1ccccc1 (centres undefined),-8.2,-19.8,-0.7,3.3,-0.326,-0.1,5.5,-1.5,17.2
Cc1ccc(CNC(=O)c2ccc(N3CCCC3=O)cc2)cc1,3.9,0.2[fluorescence artefact?],-9.0,-20.1,-4.31*,-4.5,7.7[fluorescence artefact?],-11.1,/
Cc1cnc(C(=O)N2CCN(S(=O)(=O)c3ccc4ccccc4c3)CC2)cn1,-8.8,3.7,-5.1,-17.3,0.541,-10.2,-1.8,-3.2,1.2
Cc1ccc(C(=O)COC(=O)c2ccccc2N2C(=O)C3C4CCC(C4)C3C2=O)cc1C (centres undefined),-1.1,7.5,-4.4,-19.3,-0.81,3.6,3.9,1.2,-7.2
O=C1CN(C(=O)COC(=O)COc2ccc3c(c2)CCC3)c2ccccc2N1,4.1,-11.8,-21.5,-17.0,/,-12.1,-3.5,-6.9,0.3
COc1ccc(Br)c(C(=O)NC2CCCC2)c1,-12.7,-5.5,-5.8,-18.3,0.27,-24.3,4.7,1.9,-2.5
